# Bioassay records deposited in PubChem BioAssay by National Center for Advancing Translational Sciences (NCATS).
# GLP1R cytotox = cytotoxic in the GLP-1 receptor inverse agonist counter-screen; HEK293 cAMP-luciferase reporter cells, luminescence, 24 h; Potency, µM (highest dose often 38.3 µM), for inactives: top-dose activity change, negative = inhibition, most hits filed as inhibitors; 0.13% of 410,000 active; AID 624418;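 further: loss of luciferase light is scored as toxicity; potency means the concentration at half of the fitted maximal effect; on the % scale 0 is the no-effect control and ±100 the full control effect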
#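 Here, cytotoxicity is scored as loss of luminescence. The MLSMR collection was tested on cells seeded in medium containing 10% Nu serum, with a 24 hr compound exposure preceded by 12 hours of culture.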
# Abeta yeast res = compounds reversing amyloid beta toxicity in yeast. Potency, µM (top dose mostly 46.1 µM), for the others: at the highest dose growth rescue, actives largely listed as activators. 0.063% of 410,000 active. yeast expressing A-beta42, growth rescue, OD600, 48 h; response scale: 0% DMSO, 100% iron-clioquinol control. AID 1347071; further: potency means the concentration at half of the fitted maximal effect; nearly all actives have a fitted effect of over 55% in size
#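 Growth rescue measured by 600 nm absorbance after 48 h yeast culture at 30 C with compound. Values normalized between DMSO and an equimolar ferric chloride plus clioquinol control.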
# pAkt inh = blocks phosphorylation of Akt; Neuro2A IGF-stimulated pAkt S473 HTRF, 20 min; hits give low values; AID 651550; 0.32% of 360,000 active; activity change, % for hits at 50 µM; in the data active means activity change below about -80%; inconclusive means mostly about -51% to -80%; further: on the % scale 0 is the no-effect control and ±100 the full control effect
#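 Neuro2A cells (4,500/well, DMEM with 0.5% FBS) were treated with compound at a single 50 µM final concentration, stimulated with 6 nM IGF for 20 min at 37 °C, and lysed. Phospho-Akt Ser473 was read by HTRF as 665/615 ratio ×10^4.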
# MmCpn inh = blocks the Methanococcus maripaludis chaperonin Mm-Cpn | Potency, µM (top dose mostly 76.9 µM), without a hit: at the highest dose activity, negative = inhibition, hits mostly inhibitors | 0.031% of 330,000 active | purified Mm-Cpn ATPase, ADP Transcreener TR-FRET | AID 504842; further: potency means the concentration at half of the fitted maximal effect; on the % scale 0 is the no-effect control and ±100 the full control effect; nearly all actives have a fitted effect of over 80% in size
#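 Reaction buffer contained 30 mM Tris pH 7.4, 100 mM KCl, 5 mM MgCl2 and 1 mM DTT. Mm-CPN (25 nM final) hydrolysed 10 uM ATP over 30 min at 37°C; ADP was read by HTRF.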
# aSyn yeast inh = alpha-synuclein toxicity inhibition in yeast; Yeast expressing alpha-synuclein, growth rescue, BacTiter-Glo, 24 h; Potency, µM (titrated, usually from 46.1 µM), inactives show at the highest dose growth rescue (activation), most hits filed as activators; 0.14% of 370,000 active; further: potency means the concentration at half of the fitted maximal effect; % of control where 0% means no effect; nearly all actives have a fitted effect of over 65% in size
#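 Rescue of yeast growth: cells expressing toxic alpha-synuclein, induced in galactose at OD600 0.02, incubated with compound 24 h at 30 C. ATP luminescence quantified growth; inhibitors of toxicity appear as activators.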
# FUS yeast rescue = suppressors of FUS proteinopathy in yeast; S. cerevisiae FUS-expressing, growth rescue, OD600, 24 h; Potency, µM (highest dose often 76.6 µM), inactives show at the highest dose growth rescue (activation), hits mostly activators; 0.24% of 390,000 active;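 further: potency means the concentration at half of the fitted maximal effect; plate controls were DMSO vehicle for no effect and reference control for full effect; nearly all actives have a fitted effect of over 55% in size; some results filed as inactive show a strong effect at the top dose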
#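 S. cerevisiae expressing FUS from galactose induction served as the toxicity model. Growth after 24hr at 30C, read as absorbance at 600 nm, indicates suppression of toxicity; compounds dosed at several concentrations.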
# GLP-1R inv ag = acts as inverse agonist at human GLP-1 receptor; P43220; HEK293 GLP-1R CRE-luciferase, luminescence, 24 h; GLP-1R form is constitutively active; Potency, µM (titrated, usually from 38.3 µM), for inactives: at the top dose activity change, negative = inhibition, hits mostly inhibitors; 1.6% of 410,000 active; AID 624417; further: potency means the concentration at half of the fitted maximal effect; on the % scale 0 is the no-effect control and ±100 the full control effect; nearly all actives have a fitted effect of over 55% in size
# Target sequence (P43220 whole entry, looked up): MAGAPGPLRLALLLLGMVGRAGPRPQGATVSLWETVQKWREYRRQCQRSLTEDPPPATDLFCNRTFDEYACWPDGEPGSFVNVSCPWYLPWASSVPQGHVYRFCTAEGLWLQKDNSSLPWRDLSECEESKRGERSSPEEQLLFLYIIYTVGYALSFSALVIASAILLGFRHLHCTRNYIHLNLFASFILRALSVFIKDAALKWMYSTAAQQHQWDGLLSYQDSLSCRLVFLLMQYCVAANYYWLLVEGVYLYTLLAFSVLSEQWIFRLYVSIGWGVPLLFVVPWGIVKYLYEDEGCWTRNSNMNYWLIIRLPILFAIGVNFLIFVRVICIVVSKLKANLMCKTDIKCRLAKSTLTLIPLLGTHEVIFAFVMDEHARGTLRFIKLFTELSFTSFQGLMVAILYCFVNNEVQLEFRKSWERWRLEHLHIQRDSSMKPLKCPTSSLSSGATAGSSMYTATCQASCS
#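 HEK293 cells stably co-expressing a cAMP-responsive luciferase reporter and constitutively active GLP-1R were seeded, incubated 12 h, then exposed to compounds for 24 h at 37 C. Luminescence was read 12 min after detection reagent; inverse agonists lower signal.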
# PTHR1 ag = PTHR1 (human) receptor agonism; HEK293 GP2 PTHR1 cells, GloSensor cAMP luminescence, 1 h; Q03431; 0.075% of 410,000 active; Potency, µM (highest dose often 115 µM), for the others: at the top dose activation, hits mostly activators; further: potency means the concentration at half of the fitted maximal effect; nearly all actives have a fitted effect of over 55% in size; some results filed as inactive show a strong effect at the top dose; inactives centre near -15; many of its hits are not listed in these tables
# Target sequence (Q03431 whole entry, looked up): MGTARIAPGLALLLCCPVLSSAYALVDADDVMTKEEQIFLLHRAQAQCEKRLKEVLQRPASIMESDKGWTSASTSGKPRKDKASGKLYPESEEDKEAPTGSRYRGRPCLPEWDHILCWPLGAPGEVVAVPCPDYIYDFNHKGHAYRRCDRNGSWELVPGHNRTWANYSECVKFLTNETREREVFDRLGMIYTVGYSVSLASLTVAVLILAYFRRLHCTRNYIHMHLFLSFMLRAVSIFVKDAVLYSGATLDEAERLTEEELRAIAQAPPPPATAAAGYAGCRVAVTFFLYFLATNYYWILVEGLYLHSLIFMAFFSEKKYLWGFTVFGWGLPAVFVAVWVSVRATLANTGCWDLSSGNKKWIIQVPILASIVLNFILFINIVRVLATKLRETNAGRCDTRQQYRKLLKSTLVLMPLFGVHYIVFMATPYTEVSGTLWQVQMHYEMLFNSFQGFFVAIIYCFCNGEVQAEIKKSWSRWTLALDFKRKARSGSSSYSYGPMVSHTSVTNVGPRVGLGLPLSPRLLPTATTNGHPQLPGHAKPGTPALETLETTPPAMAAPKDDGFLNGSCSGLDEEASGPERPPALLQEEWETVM
#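 HEK-293-derived GP2 cells expressing PTHR1 and a GloSensor cAMP reporter, 3,000/well, plated overnight, given luciferin plus IBMX (each 0.5 mM as added) for 1 h at 37 °C, then compound for 1 h at 37 °C. Luminescence was read after 15 min at room temperature.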
# TDP-43 yeast inh = rescues yeast growth from TDP-43 toxicity; TDP-43 expressing yeast growth rescue, BacTiter-Glo, 24 h; Potency, µM (highest dose often 46.1 µM), without a hit: at the top dose growth rescue (activation), most hits filed as activators; 1.8% of 410,000 active; further: potency means the concentration at half of the fitted maximal effect; % of control where 0% means no effect; nearly all actives have a fitted effect of over 50% in size
#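 Yeast expressing TDP-43 (pregrown in raffinose, seeded at OD600=0.02 in galactose medium) exposed to compounds 24 hr at 30 deg C. Growth read by BacTiter-Glo luminescence; rescue of toxicity appears as increased signal.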
# * marks the source's active call; other numbers are inactive results; i = inactive; u = inconclusive; x = no result given; & = joins results of further samples; [ ] = remark or other dose. Unless noted, the call rests on the fitted dose curve; in most records, active means well fitted curve in the direction sought with a large enough effect; inconclusive means small, poorly fitted or top-dose-only effect, or another doubt; inactive means no such curve, though single readings can be large; an effect the other way counts as inactive or inconclusive. This is a subset (hit frequency here may not be typical).
SMILES,GLP1R cytotox,Abeta yeast res,pAkt inh,MmCpn inh,aSyn yeast inh,FUS yeast rescue,GLP-1R inv ag,PTHR1 ag,TDP-43 yeast inh
Cc1ccc(C(=O)Nc2ccc3oc(-c4cc(Br)ccc4Cl)nc3c2)cc1,-2%,3%,x,x,x,-1%,4%,i,25%
Nc1ccc(CNC(=O)OCC2c3ccccc3-c3ccccc32)cc1,-4%,-74%[inhibitor],i,x,8%,u,u,-24%,14µM*
CCOC(=O)c1nc(C)sc1-c1ccnn1S(=O)(=O)c1ccc(Cl)cc1Cl,-1%,-1%,i,1%,u,36%,-18%,-25%,u
CC(C)N(C(=O)CSc1nc2ccccc2n1Cc1ccccc1F)C(C)C,-3%,7%,i,1%,0%,7%,2.2µM*,-26%,u
COc1ccc(-n2c(O)c(C=NCC(c3ccco3)N3CCCC3)c3ccccc3c2=O)cc1OC (configuration not stated),77%[activator],-6%,i,-3%,-1%,16%,15%,i,3%
COc1ccc(CCNC(=O)c2ccccc2N(C)S(=O)(=O)c2ccccc2)cc1,89%[activator],19%,i,0%,10%,x,-20%,-22%,10%
COc1ccc(CCNC(=O)CN(c2ccccc2)S(=O)(=O)c2ccccc2)cc1,-10%,-1%,i,x,0%,-3%,-18%,-3%,0%
O=C(NCCC1=CCCCC1)C(=O)NCc1ccncc1,-14%,5%,i,2%,0%,-2%,6%,i,-9%
OC[C@H]1OC(Nc2ccc(N=Nc3ccccc3)cc2)[C@@H](O)[C@@H](O)[C@@H]1O (some centres not stated),u,-1%,i,3%,3%,-7%,4%,-8%,u
CCOC(=O)c1c(NC(=O)c2ccccc2C(=O)O)sc2c1CCCC2,15%,-15%,i,-1%,4%,8%,-4%,i,3%
CCOC(=O)c1cccc(NC(=O)CSc2nnc(C3CCCCC3)n2CC)c1,21%,8%,i,-2%,8%,-2%,u,i,13%
Cn1c(Cn2c(=O)sc3ccccc32)nnc1SCC(=O)NCC1CCCO1 (configuration not stated),2%,-11%,i,0%,0%,-22%,-8%,2%,-3%
Cc1cc(/C=C\c2nc(O)c([N+](=O)[O-])c(=O)[nH]2)c(C)n1-c1ccccc1,11%[7.66 µM],-5%,i,-1%,0%,17%,7%[7.66 µM],-9%,7%[9.22 µM]
O=C(c1ccco1)N1CCN(Cc2cc(=O)c(OCc3ccccc3)co2)CC1,2%,-10%,i,1%,0%,10%,15%,-2%,-9%
COc1ccc(C(=O)C(OP(=O)(OC)OC)c2ccccc2OC)cc1 (configuration not stated),-4%,-3%,i,x,9%,-6%,5%,-14%,u
COc1ccc(C2Nc3ccccc3C(=O)N2Cc2ccccc2)cc1Cn1nnc2ccccc21 (configuration not stated),-29%,8%,i,-12%,2%,-5%,u,i,-28%
CCOC(=O)c1cc(CC)sc1NC(=O)C1CC(=O)NN1Cc1ccccc1 (configuration not stated),u,-17%,i,3%,-14%,39%,u,-13%,-11%
Cc1cc(NC(=O)COC(=O)c2cc3c(s2)CCC(C)C3)no1 (configuration not stated),-5%,8%,i,-4%,7%,19%,36%[activator],i,21%
CN(C)S(=O)(=O)c1ccc(N2CCOCC2)c(C(=O)NCc2ccc3c(c2)OCO3)c1,-16%,-11%,i,-1%,1%,-1%,5%,-14%,-4%
C[C@H](CO)N1C[C@H](C)[C@@H](CN(C)Cc2ccc(-c3ccccc3)cc2)OCc2cnnn2CCCC1=O,2%,8%,i,x,0%,10%,19%,-11%,22%
CCCCCOc1ccc(Cn2c(=O)oc3ccc(C)cc32)cc1OC,11%,-9%,x,x,-2%,11%,u,-64%,2%
O=C(Nc1cccc(O)c1)c1cccc(C(=O)Nc2cccc(O)c2)c1,-5%,-9%,i,-2%,-2%,-2%,u,-19%,6%
COc1ccc(/C=N/NC(=O)c2ccc(Cl)cc2Cl)cc1COC(C)=O,-30%,3%,i,3%,7%,x,u,-20%,7%
CCCn1c(CCNc2nc(-c3ccc(Cl)c([N+](=O)[O-])c3)cs2)nc2cc(Cl)c(Cl)cc21,5%,5%,i,-2%,5%,5%,8%,-6%,0%
COc1ccc(OC)c(NC(=O)CN2C(=O)CSc3ccc(S(=O)(=O)N4CCCC4)cc32)c1,0%,5%,i,-1%,3%,12%,-21%,i,-7%
Cn1c(=O)c2c(nc(N/N=C/c3cccs3)n2Cc2ccccc2)n(C)c1=O,-3%,1%,i,1%,1%,x,-6%,-51%[inhibitor],16%
COCCn1c(COc2cccc(OC)c2)nnc1SCC(=O)N1CCOCC1,-6%,-22%,i,1%,3%,15%,0%,-4%[57.5 µM],-16%
CCc1ccc(CN2CCC(CO)(CC3CCCCO3)CC2)o1 (configuration not stated),-2%,-11%,i,-1%,1%,-6%,2%,-20%,-10%[0.397 µM]
CC(C)(C)c1cc(C2COC(=O)COCCOCC(=O)OCCOCCO2)cc(C(C)(C)C)c1O (configuration not stated),-2%,14%,i,x,5%,x,2%,i,6%
CCOC(=O)N1CCN(CCC(=O)c2ccc(OC)cc2)CC1,0%,-20%,i,0%,-10%,-43%,3%,-25%,3%

# Arranged by heavy-atom count (smallest number first): some entries from above.
SMILES,GLP1R cytotox,Abeta yeast res,pAkt inh,MmCpn inh,aSyn yeast inh,FUS yeast rescue,GLP-1R inv ag,PTHR1 ag,TDP-43 yeast inh
CCCCCOc1ccc(Cn2c(=O)oc3ccc(C)cc32)cc1OC,11%,-9%,x,x,-2%,11%,u,-64%,2%
Cn1c(=O)c2c(nc(N/N=C/c3cccs3)n2Cc2ccccc2)n(C)c1=O,-3%,1%,i,1%,1%,x,-6%,-51%[inhibitor],16%
CC(C)(C)c1cc(C2COC(=O)COCCOCC(=O)OCCOCCO2)cc(C(C)(C)C)c1O (configuration not stated),-2%,14%,i,x,5%,x,2%,i,6%

# (more compounds)
SMILES,GLP1R cytotox,Abeta yeast res,pAkt inh,MmCpn inh,aSyn yeast inh,FUS yeast rescue,GLP-1R inv ag,PTHR1 ag,TDP-43 yeast inh
COC(=O)c1cn(NC(=O)C2CCC(C)CC2)c(=O)c2ccccc12 (configuration not stated),-16%,4%,i,-1%,-10%,-7%,-23%,i,19%
CCOc1ccc(C(=O)Nc2cccc(C(=O)O)c2C)cc1Cl,-8%,3%,i,3%,5%,x,u,-42%[inhibitor],-1%
Cc1ccc(NC(=O)c2ccc(C(C)(C)C)cc2)cc1-n1cnnn1,-10%,-18%,i,0%,1%,2%,u,-27%,-14%[9.22 µM]
CCOC(=O)CSc1nnc(NC(=O)NC(C)C)s1,19%,7%,i,-3%,0%,-7%,6%,-4%,19%
COc1ccc(S(=O)(=O)NCC2CCCN(C(=O)CCSC)C2)cc1 (configuration not stated),4%,2%,i,0%,-3%,2%,14%,i,6%
Cc1cc2oc(C(=O)Nc3ccc(S(=O)(=O)Nc4nccs4)cc3)cc(=O)c2cc1Cl,-2%,-6%,i,0%,-14%,-13%,-2%,-9%,11%
Cc1ccc(S(=O)(=O)N(C)c2ccc(C)c([N+](=O)[O-])c2)cc1,-11%,12%,i,0%,8%,5%,-23%,i,24%
COc1cccc(-c2ccc3ncnc(NCc4cccc(C)c4)c3c2)c1,x,-3%,x,2%&-3%,x,-2%,x,-6%,x
COc1ccccc1N1CCN(CC(O)COc2ccc3c(c2)OCO3)CC1 (configuration not stated),-5%,11%,i,0%,1%,4%,u,i,23%
O=[N+]([O-])c1ccc(NN=Cc2cc(Br)ccc2O)nc1,u,3%,i,x,u,6%,2.8µM*,-23%,u
Cc1ccc(N(c2ncnc(N)c2[N+](=O)[O-])C2CCCCC2)cc1,-13%,-13%,i,0%,-3%,7%,0%,-11%[57.5 µM],-8%
Cc1ccc(/C(N)=N/OC(=O)/C=C/c2ccccc2)cc1,-28%,-5%,i,-2%,-46%[inhibitor],-15%,6%,-2%,12%
CNC1(c2nnnn2-c2c(C)cccc2C)CCOC(C)(C)C1 (configuration not stated),4%,-3%,i,-1%,-6%,0%,u,i,-16%
O=C(CCc1nc2cccnc2n1-c1ccccc1)Nc1ccc(Cl)c(Cl)c1,-11%,-15%,x,x,x,-2%,-14%,-34%[inhibitor],14%
N#Cc1cccc(NC(=O)C2CCN(S(=O)(=O)c3ccc4[nH]c(=O)ccc4c3)CC2)c1,6%,-6%,x,x,1%,-2%,10%,-18%,20%
Cc1ccccc1Cn1c2ccccc2c2cnn(CC(=O)NCCCN3CCOCC3)c(=O)c21,-9%,4%,i,-1%,-3%,9%,-18%,i,-4%
Cc1cc(C(C)(C)C)oc1C(=O)NCCCNC(=O)c1oc(C(C)(C)C)cc1C,-5%,12%,i,0%,3%,4%,u,-4%[57.5 µM],7%
O=C(Nc1cc(=O)[nH]c2ncnn12)c1ccco1,1%,1%,i,-1%,-1%,-7%,10%,u,6%
O=C1C(=O)N2C(=C1C(=O)N1CCCCCC1)c1ccccc1CC21CCCC1,-3%,6%,i,-3%[15.4 µM],-7%,0%,u,i,3%
COc1ccc(CCNC(=O)CCc2c(C)nc3c4c(C)cc(C)nc4nn3c2C)cc1OC,1%,-11%,x,x,x,2%,6%,i,15%
COc1ccc2nc(C)cc(Nc3ccccc3O)c2c1,u,5%,i,-14%[15.4 µM],8%,-9%,u,i,4%
Cc1cccc(NC(=O)CNC(=O)Cn2cc(C(F)(F)F)cc(Cl)c2=O)c1C,5%,-5%,i,0%,-5%,-21%,37%,-4%,-13%
CCN(c1ccccc1)S(=O)(=O)c1c[nH]c2ccc([N+](=O)[O-])cc12,-25%,-2%,i,-2%,-7%,0%,u,-19%,1%
